Screening results: PubChem BioAssay, several laboratories
PostGolgi yeast – growth inhibition of a yeast mutant, post-Golgi transport screen; post-Golgi transport phenotypic cell assay; inhibition, % at 10 µM; hit rate 0.9% among 98,000; AID 739;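 also: yeast cells grown in 1536-well plates; yeast grown about 18 h at 30C before absorbance read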
Lung fibro prol – blocks proliferation of human lung fibroblasts; LL 47 human lung fibroblast viability, ATP luminescence; active compounds read low; viability, % at 10 µM; hit rate 1.1% among 85,000;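 active = viability at or below 50% in the single dose screen; inactive = viability above 50%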;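 also: compound exposure lasted 72 h before the ATP readout; 100% = median luminescence of untreated cell-only wells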
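Test system: LL 47 human lung fibroblasts; Quantity: 1,150 cells/well; Buffer or medium: IMEM plus 15% FBS; Dosing: tenfold compound dosing solution, DMSO at 0.1%; Timing: overnight cell rest, 72 h compound treatment at 37 °C; Detection: ATP-based CellTiter-Glo luminescent readout; Read-out basis: viability percentage against median untreated-cell control; Controls: cell-only wells, no compound.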
S1P2 agonist – activates the human S1P2 receptor; S1P2-expressing cell line, agonist reporter read-out; activation, % at 4.5 µM; hit rate 0.46% among 97,000; AID 729; in the data active = activation above about 16%;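 also: 0% = vehicle low control and 100% = maximal reference agonist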
Target sequence (O95136 whole entry, looked up): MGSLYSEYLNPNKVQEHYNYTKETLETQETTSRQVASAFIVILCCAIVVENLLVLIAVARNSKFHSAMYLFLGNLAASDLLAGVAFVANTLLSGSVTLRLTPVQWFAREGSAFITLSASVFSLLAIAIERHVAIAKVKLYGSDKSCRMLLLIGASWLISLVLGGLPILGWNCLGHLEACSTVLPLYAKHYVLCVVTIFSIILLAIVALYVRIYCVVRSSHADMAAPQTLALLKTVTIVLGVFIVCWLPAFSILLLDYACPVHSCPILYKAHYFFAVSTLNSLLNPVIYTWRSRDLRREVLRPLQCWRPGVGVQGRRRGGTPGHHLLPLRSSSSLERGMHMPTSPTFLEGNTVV
HUVEC prolif 384 – human endothelial cell proliferation inhibition; HUVEC proliferation, CellTiter-Glo luminescence, 72 h; active compounds read low; viability, % at 10 µM (by protocol); hit rate 1.1% among 86,000;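 active = viability at or below 30%; inactive = viability above 30%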;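 also: 100% = median luminescence of DMSO-only cell control wells on each plate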
H69AR inhibit – blocks growth of human H69AR lung tumor cells | H69AR lung tumor viability, ATP luminescence, 72 h; active compounds read low | viability, % at 10 µM | hit rate 6% among 85,000 | AID 598;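 active = viability at or below 40%; inactive = viability above 40%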;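 also: multidrug resistant small cell line overexpressing MRP-1 efflux transporter; 100% = mean luminescence of untreated control wells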
PostGolgi ctrl – growth of the yeast control strain, post-Golgi counter-screen | efflux-deficient yeast background strain, growth absorbance A615, 16 h | inhibition, % at 10 µM | hit rate 5% among 98,000 | AID 738
E coli WT exp – growth inhibitors of E. coli BW25113 wild type | OD600 absorbance | hit rate 0.15% among 98,000 | growth inhibition, % at 100 µM;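 active = growth inhibition above about 50% at one test dose, limit read from the data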;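 also: growth measured after 20 h incubation at 37 °C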
DAT uptake mod – human DAT dopamine uptake with cocaine, either direction; hit rate 1.3% among 110,000; Q01959; B-score at 10 µM; LLC-PK1 hDAT cells, [14C]-dopamine uptake with cocaine IC80; actives deviate in either direction;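 active = Z score or B-score, a plate-position-corrected score, falls beyond the plate's 99.7% confidence bounds, in either direction; inactive = both scores lie inside the 99.7% bounds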;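 also: scored against the spread of the other compound wells on the same plate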
Target sequence (Q01959 whole entry, looked up): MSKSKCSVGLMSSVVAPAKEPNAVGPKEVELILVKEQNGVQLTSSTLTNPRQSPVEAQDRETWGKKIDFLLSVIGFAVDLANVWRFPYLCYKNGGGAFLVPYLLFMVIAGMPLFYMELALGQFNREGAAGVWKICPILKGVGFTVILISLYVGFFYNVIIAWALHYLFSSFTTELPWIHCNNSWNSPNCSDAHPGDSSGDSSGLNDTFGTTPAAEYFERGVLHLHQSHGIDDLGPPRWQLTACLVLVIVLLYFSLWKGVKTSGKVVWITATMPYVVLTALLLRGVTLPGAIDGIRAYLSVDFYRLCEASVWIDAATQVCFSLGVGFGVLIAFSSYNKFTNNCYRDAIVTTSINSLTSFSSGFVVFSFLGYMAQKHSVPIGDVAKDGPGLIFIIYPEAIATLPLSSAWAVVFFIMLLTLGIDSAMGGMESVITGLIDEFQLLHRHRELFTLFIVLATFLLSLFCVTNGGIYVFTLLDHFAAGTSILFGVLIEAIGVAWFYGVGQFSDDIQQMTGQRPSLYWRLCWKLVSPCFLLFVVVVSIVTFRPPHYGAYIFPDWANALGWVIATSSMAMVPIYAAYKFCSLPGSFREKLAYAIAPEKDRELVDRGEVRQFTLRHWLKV
S1P2 blocker – blocks the human S1P2 receptor; O95136; cell-based S1P2 antagonist assay, inhibition at 5 uM; hit rate 0.21% among 97,000; inhibition, % at 5 µM; AID 736; in the data active = inhibition above about 45%;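 also: CRE beta-lactamase reporter cells expressing human S1P2 stimulated with S1P; 0% = agonist at EC80 alone and 100% = agonist plus reference antagonist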
Active calls of the source: *; . = no result given. Rule as the data show it, unless noted: active = inhibition above about 30%; inactive = the rest. Outcome played no part in choosing rows; any-hit rate near 11%.

Assay codes: A = PostGolgi yeast; B = Lung fibro prol; C = S1P2 agonist; D = HUVEC prolif 384; E = H69AR inhibit; F = PostGolgi ctrl; G = E coli WT exp; H = DAT uptake mod; I = S1P2 blocker
CCn1ncc(C(=O)Nc2cc(C)on2)c1C
  A: 4; B: .; C: -5; D: .; E: .; F: 4; G: -4; H: -1.1; I: 7
CC1(C)CC(=O)c2cc(OCC(=O)NCCCN3CCN(c4ccc(F)cc4)CC3)ccc2O1
  A: 4; B: 101; C: -3; D: 86; E: 84; F: 9; G: 5; H: 0.15; I: 25
C=CCNc1sc(C(=O)C2CC2)c(N)c1C#N
  A: -2; B: 101; C: -2; D: 103; E: 100; F: -2; G: -9; H: 1.4; I: -7
CCOC(=O)c1cnc2c(C(=O)OC)cccc2c1NCc1ccco1
  A: -5; B: 93; C: 2; D: 81; E: 49; F: 6; G: -5; H: 1.7; I: -47
O=C(NC1CCCC1)c1sc(=S)n2c1[nH]c(=O)c1ccccc12
  A: 4; B: 96; C: -6; D: 64; E: 22*; F: 51*; G: 1; H: -1.2; I: 7
CCOC(=O)c1ccc(-n2c(N)c(C(=O)NCc3ccco3)sc2=S)cc1
  A: -4; B: 103; C: -4; D: 93; E: 102; F: 8; G: -9; H: 0.8; I: 8
COc1ccc(Nc2cc(=O)oc3ccccc23)cc1
  A: 5; B: 55; C: -2; D: 51; E: 18*; F: 4; G: -6; H: 0.47; I: -40
O=c1/c(=C\c2ccc(O)cc2)sc2n1C(c1ccccc1)C(c1ccccc1)=NN=2 (configuration not stated)
  A: 8; B: .; C: -8; D: .; E: .; F: 12; G: -19; H: 0.81; I: 25
Cc1ccc(Nc2nc(N)nc(CN3CCCCCC3)n2)c(C)c1
  A: -2; B: 101; C: -4; D: 99; E: 85; F: 7; G: 11; H: -1.5; I: 11
Cc1ccccc1/C=c1\s/c(=C\C(=O)C(C)(C)C)[nH]c1=O
  A: -8; B: 69; C: 1; D: 52; E: 19*; F: 10; G: -1; H: -0.39; I: -36

Next part; the last seven above are carried over.
Assay codes: A = PostGolgi yeast; B = Lung fibro prol; C = S1P2 agonist; D = HUVEC prolif 384; E = H69AR inhibit; F = PostGolgi ctrl; G = E coli WT exp; H = DAT uptake mod; I = S1P2 blocker
CCOC(=O)c1cnc2c(C(=O)OC)cccc2c1NCc1ccco1
  A: -5; B: 93; C: 2; D: 81; E: 49; F: 6; G: -5; H: 1.7; I: -47
O=C(NC1CCCC1)c1sc(=S)n2c1[nH]c(=O)c1ccccc12
  A: 4; B: 96; C: -6; D: 64; E: 22*; F: 51*; G: 1; H: -1.2; I: 7
CCOC(=O)c1ccc(-n2c(N)c(C(=O)NCc3ccco3)sc2=S)cc1
  A: -4; B: 103; C: -4; D: 93; E: 102; F: 8; G: -9; H: 0.8; I: 8
COc1ccc(Nc2cc(=O)oc3ccccc23)cc1
  A: 5; B: 55; C: -2; D: 51; E: 18*; F: 4; G: -6; H: 0.47; I: -40
O=c1/c(=C\c2ccc(O)cc2)sc2n1C(c1ccccc1)C(c1ccccc1)=NN=2 (configuration not stated)
  A: 8; B: .; C: -8; D: .; E: .; F: 12; G: -19; H: 0.81; I: 25
Cc1ccc(Nc2nc(N)nc(CN3CCCCCC3)n2)c(C)c1
  A: -2; B: 101; C: -4; D: 99; E: 85; F: 7; G: 11; H: -1.5; I: 11
Cc1ccccc1/C=c1\s/c(=C\C(=O)C(C)(C)C)[nH]c1=O
  A: -8; B: 69; C: 1; D: 52; E: 19*; F: 10; G: -1; H: -0.39; I: -36
CCCC1=C(C(=O)OCC)C(c2cc(Cl)cc(OC)c2OCC(=O)OCC)NC(=O)N1 (configuration not stated)
  A: 0; B: 91; C: -2; D: 91; E: 77; F: 11; G: 6; H: 0.12; I: -8
Cc1cc(C)n(-c2nc3c(c(=O)[nH]c(=O)n3C)n2CC(C)C)n1
  A: 0; B: 97; C: -1; D: 93; E: 81; F: -1; G: 0; H: -0.3; I: -17
COc1ccc(CCNC(=O)CCNS(=O)(=O)c2cccc3nsnc23)cc1OC
  A: -6; B: 90; C: .; D: 102; E: 88; F: 1; G: -2; H: -0.28; I: .
COc1cc(S(=O)(=O)N(Cc2cccs2)C2CC2)ccc1-n1cnnn1
  A: .; B: 93; C: -4; D: 98; E: 68; F: .; G: .; H: -0.88; I: -25
Cc1c(NC(=O)CSc2nncc3ccccc23)c(=O)n(-c2ccccc2)n1C
  A: .; B: 94; C: -5; D: 106; E: 72; F: .; G: .; H: 0.037; I: 8
O=C(O)CSc1nc(-c2ccccc2)cc(=O)[nH]1
  A: -3; B: .; C: 1; D: .; E: .; F: 9; G: -2; H: 0.14; I: -18
CCOC(=O)/C(=N\Nc1cc(C(F)(F)F)ccc1Cl)N(CC)CC
  A: -1; B: .; C: -5; D: .; E: .; F: 3; G: 6; H: 0.74; I: -13
COc1ccc(C2CC(=O)C=C(NCCC(C)C)C2)cc1 (configuration not stated)
  A: .; B: 105; C: -4; D: 109; E: 88; F: .; G: .; H: 0.18; I: -13
COc1ccc(Br)cc1C(=O)Nc1ccc(NC(=O)c2ccco2)cc1
  A: -9; B: 99; C: -6; D: 100; E: 65; F: 1; G: -1; H: -0.55; I: -3
OC(CN1CCCCC1)CN(c1ccccc1)c1ccccc1 (configuration not stated)
  A: -1; B: 97; C: -7; D: 105; E: 92; F: -2; G: 8; H: -0.21; I: -3
CN(C)S(=O)(=O)c1ccc(NS(=O)(=O)/C=C/c2ccccc2)cc1
  A: -4; B: 100; C: 0; D: 95; E: 98; F: 5; G: 0; H: 0.024; I: -3
O=C(CN1C(=O)CSC1=O)c1ccccc1
  A: 7; B: 96; C: -4; D: 92; E: 87; F: 1; G: 3; H: 0.57; I: 25
COC(=O)c1cn(NC(=O)c2cccc(F)c2)c(=O)c2ccccc12
  A: 0; B: 106; C: -3; D: 106; E: 101; F: 5; G: 3; H: -0.71; I: 2
Cc1ccccc1NC1=C(Cl)C(=O)OC1NC(=O)c1ccccc1 (configuration not stated)
  A: -10; B: 94; C: -4; D: 104; E: 64; F: 12; G: -7; H: -0.89; I: -1
CCOc1ccc(CNC23CN4CN(CN(C4)C2)C3)cc1
  A: -4; B: 97; C: -10; D: 99; E: 85; F: -2; G: 4; H: -0.35; I: 7
Cc1c(Br)cc(C(=O)NCCCN2CCOCC2)c(C)c1C
  A: 3; B: 94; C: 2; D: 94; E: 91; F: 6; G: 0; H: -1.2; I: -1
CCCCn1c(C(C)NC(=O)CCC)nc2ccccc21 (configuration not stated)
  A: 6; B: 97; C: -6; D: 102; E: 101; F: 11; G: 9; H: -0.62; I: -5
O=C(Sc1nnc(-c2ccccc2)o1)N1c2ccccc2Sc2ccccc21
  A: .; B: 91; C: -1; D: 68; E: 40; F: .; G: .; H: -0.56; I: 18
COc1ccccc1N1CCN(c2nc3ccccn3c(=O)c2C=O)CC1
  A: -4; B: .; C: -6; D: .; E: .; F: 0; G: 3; H: -0.029; I: 7
CCOc1ccccc1-n1nnnc1SCc1nc2ccccc2s1
  A: 2; B: 97; C: -6; D: 102; E: 94; F: 17; G: -20; H: .; I: 1
CCN(CC)c1ccc(NC(=O)Cn2cc3c(n2)CCC(C)C3)c(C)c1 (configuration not stated)
  A: -1; B: 89; C: .; D: 83; E: 70; F: 3; G: 6; H: 0.17; I: .
Cc1ccccc1-n1nnnc1Sc1nnnn1-c1ccccc1
  A: 18; B: 21*; C: -5; D: 28*; E: 2.7*; F: 7; G: 1; H: -0.024; I: -2
O=C(NCCc1c[nH]c2ccccc12)C1CCN(c2nnc(N3CCCC3=O)s2)CC1
  A: -5; B: 104; C: -4; D: 85; E: 80; F: 7; G: -1; H: 0.58; I: 7
Cn1cccc1C(=O)NC(=O)COC(=O)c1ccc(O)cc1
  A: 4; B: .; C: -1; D: .; E: .; F: -5; G: 7; H: 0.085; I: 16
COC(=O)c1ccc(-c2ccc(CNCC(O)c3ccccc3)o2)cc1 (configuration not stated)
  A: -8; B: 101; C: .; D: 68; E: 74; F: 17; G: -4; H: -0.96; I: .
CCn1c(SCC(=O)NC2CCCc3ccccc32)nnc1-c1cccs1 (configuration not stated)
  A: -4; B: 104; C: -7; D: 104; E: 75; F: 18; G: -3; H: 1.5; I: 13
CCn1nnnc1-c1ccc(OC)c(S(=O)(=O)Nc2ccc(C)c(C)c2)c1
  A: -4; B: 100; C: -2; D: 96; E: 97; F: 29; G: 3; H: .; I: 0
CN(C(=O)c1ccc(NC(=O)C2CC=CCC2C(=O)O)cc1)c1ccccc1 (configuration not stated)
  A: -2; B: 96; C: -2; D: 95; E: 99; F: 10; G: 2; H: 0.3; I: 5
CCOCCn1c(N2CCN(c3ccc(OC)cc3)CC2)nc2c1c(=O)n(C)c(=O)n2C
  A: -7; B: 95; C: -1; D: 96; E: 82; F: 6; G: 0; H: 0.11; I: -8
O=C(CC1(O)C(=O)Nc2cc(Cl)cc(Cl)c21)c1ccccc1O (configuration not stated)
  A: 2; B: .; C: .; D: .; E: .; F: 20; G: 20; H: 0.67; I: .

Complete entries as entered above. Values in the order: PostGolgi yeast, Lung fibro prol, S1P2 agonist, HUVEC prolif 384, H69AR inhibit, PostGolgi ctrl, E coli WT exp, DAT uptake mod, S1P2 blocker
Cn1cccc1C(=O)NC(=O)COC(=O)c1ccc(O)cc1 in the list: 4, ., -1, ., ., -5, 7, 0.085, 16
CCn1c(SCC(=O)NC2CCCc3ccccc32)nnc1-c1cccs1 (configuration not stated) in the list: -4, 104, -7, 104, 75, 18, -3, 1.5, 13

Carrying on.
Assay codes: A = PostGolgi yeast; B = Lung fibro prol; C = S1P2 agonist; D = HUVEC prolif 384; E = H69AR inhibit; F = PostGolgi ctrl; G = E coli WT exp; H = DAT uptake mod; I = S1P2 blocker
Cc1ccc2c(c1)C(O)(CC(=O)c1cccnc1)C(=O)N2 (configuration not stated)
  A: -11; B: 94; C: -6; D: 92; E: 82; F: 6; G: 3; H: -1.1; I: -8
COC(=O)c1cn(CC(=O)NC2CCCCC2)c2ccccc12
  A: -6; B: 93; C: -9; D: 95; E: 91; F: 0; G: -9; H: -0.016; I: -12
COc1ccc(NC(=O)CNS(=O)(=O)c2cccs2)c(OC)c1
  A: 20; B: 97; C: -2; D: 92; E: 94; F: -4; G: 1; H: 0.62; I: -13
CCCCNC(=O)c1c(N)n(/N=C/c2ccccn2)c2nc3ccccc3nc12
  A: 3; B: .; C: 4; D: .; E: .; F: 22; G: -15; H: 0.22; I: 2
CON(C)c1nc(Oc2ccc(=O)[nH]n2)nc(N(C)C)n1
  A: 0; B: 97; C: -8; D: 88; E: 98; F: -8; G: 8; H: 0.092; I: 18
Cc1occc1-c1nnc(SCC(=O)Nc2nccs2)n1CCc1ccccc1
  A: -24; B: 94; C: -1; D: 97; E: 89; F: 2; G: 4; H: 0.42; I: 7
CC(=O)C1C(c2ccncc2)NC(=O)NC1(O)C(F)(F)F (configuration not stated)
  A: 6; B: 102; C: -2; D: 105; E: 98; F: 1; G: 3; H: 0.6; I: 10
CCOC(=O)COc1ccc(Oc2nc(C)cc(OC)n2)nn1
  A: -3; B: 98; C: -7; D: 94; E: 92; F: -3; G: -2; H: -0.078; I: 7
CCNC(=O)CN(c1ccc(OC)c(OC)c1)S(=O)(=O)c1ccccc1
  A: 8; B: 103; C: 1; D: 99; E: 89; F: 24; G: 6; H: -1.7; I: -4
Cc1ccc(N)cc1-n1c(C)ccc1C
  A: -5; B: 96; C: -5; D: 85; E: 92; F: 5; G: 18; H: -0.07; I: 4
CCOC(=O)c1c(-c2ccccc2)csc1NC(=O)c1ccc(S(=O)(=O)N2CC(C)OC(C)C2)cc1 (configuration not stated)
  A: -3; B: .; C: -4; D: .; E: .; F: 0; G: -3; H: .; I: 16
CC1(C)CC(=O)C(C(c2ccccc2F)C2C(=O)CC(C)(C)CC2=O)C(=O)C1
  A: -3; B: .; C: -4; D: .; E: .; F: 12; G: 6; H: 1.5; I: 2
Cc1ccc2c(c1)CCCN2C(=O)Nc1ccc2c(c1)OCO2
  A: 4; B: 100; C: -5; D: 100; E: 80; F: 2; G: -3; H: 0.027; I: -4
